# Assay outcomes deposited in PubChem BioAssay by National Center for Advancing Translational Sciences (NCATS).
# FLuc modulator: qHTS profiling assay for firefly luciferase inhibitor/activator using purifed enzyme and Km concentrations of substrates (counterscreen for miR-21 project); hit rate 6.9% among 360,000; purified FLuc, Km substrates, luminescence inhibition; Potency, µM (doses to about 57.5 µM), for inactives: at the top dose activity change, negative = inhibition, usual class: inhibitors; AID 588342, 2011; Luciferin 4-monooxygenase (Photinus pyralis), P08659;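 note: potency is the fitted concentration of half-maximal effect; plate controls were vehicle for no effect and reference inhibitor for full effect; nearly all actives have a fitted effect of over 55% in size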
# Target sequence (P08659 whole entry, looked up): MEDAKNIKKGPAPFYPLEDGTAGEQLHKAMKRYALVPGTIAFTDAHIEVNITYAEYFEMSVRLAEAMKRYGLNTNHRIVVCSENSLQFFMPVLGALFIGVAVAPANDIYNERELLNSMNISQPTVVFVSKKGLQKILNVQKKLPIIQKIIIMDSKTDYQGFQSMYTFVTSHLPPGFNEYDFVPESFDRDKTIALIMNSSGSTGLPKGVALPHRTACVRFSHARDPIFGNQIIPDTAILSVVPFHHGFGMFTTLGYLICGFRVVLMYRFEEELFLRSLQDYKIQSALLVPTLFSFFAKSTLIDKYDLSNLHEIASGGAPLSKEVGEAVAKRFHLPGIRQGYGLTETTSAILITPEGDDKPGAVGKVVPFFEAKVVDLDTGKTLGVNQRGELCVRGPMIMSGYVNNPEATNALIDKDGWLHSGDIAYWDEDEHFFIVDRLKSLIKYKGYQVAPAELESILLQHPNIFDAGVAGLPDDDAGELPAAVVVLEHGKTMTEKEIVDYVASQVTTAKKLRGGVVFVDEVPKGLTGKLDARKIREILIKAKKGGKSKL
#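 Biochemical qHTS of compounds, final roughly 60 µM downward over six points, against 10 nM purified firefly luciferase using Km concentrations of substrates (10 uM D-luciferin, 10 uM ATP) in Tris acetate pH 7.5 buffer; luminescence output.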
# VP16 counter: VP16 counterscreen qHTS for inhibitors of ROR gamma transcriptional activity; Drosophila S2 Gal4-VP16 UAS-luciferase, luminescence, 20 h; Potency, µM (top dose mostly 53.6 µM), inactives show top-dose activity, negative = inhibition, hits mostly inhibitors; hit rate 3.5% among 310,000; AID 2546, 2010;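 note: Gal4-VP16 expression switched on by copper sulfate through the metallothionein promoter; potency is the fitted concentration of half-maximal effect; % is set by controls: 0 for no effect and ±100 for the full control effect; nearly all actives have a fitted effect of over 50% in size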
# Menin-MLL TR inh: qHTS Assay for Inhibitors Targeting the Menin-MLL Interaction in MLL Related Leukemias: Competition With Texas Red Labeled MLL-derived Mutant Peptide. O00255. Menin + Texas Red MLL mutant peptide, fluorescence polarization. Potency, µM (series often up to 61.6 µM), inactives show top-dose FP activity change, negative = inhibition, actives largely listed as inhibitors. hit rate 0.23% among 270,000. AID 1768, 2009; active = well fitted inhibition curve with a large enough effect in the polarisation, with a control signal flat, not every such curve was filed as active; inconclusive = small, poorly fitted or top-dose-only effect, or effect the other way, or a change in a side signal; inactive = no such curve, though single readings can be large or run the other way; the % refers to the polarisation; note: potency is the fitted concentration of half-maximal effect; % of control where 0% means no effect; many of its hits are not listed in these tables
# RORg inh: qHTS for inhibitors of ROR gamma transcriptional activity. Drosophila S2 Gal4-RORgamma UAS-luciferase reporter, 20 h. Potency, µM (series often up to 53.6 µM), without a hit: at the top dose activity change, negative = inhibition, most hits filed as inhibitors. hit rate 5.4% among 310,000. AID 2551, 2010; note: potency is the fitted concentration of half-maximal effect; % is set by controls: 0 for no effect and ±100 for the full control effect; nearly all actives have a fitted effect of over 60% in size
#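 In this cell-based reporter format, copper sulfate (700 uM final) drives Gal4–ROR gamma fusion expression from a metallothionein promoter in Drosophila Schneider cells; compounds preincubated 1 hr, reporter read after 20 hr at ambient temperature.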
# ELG1 genotox: qHTS screen for small molecules that induce genotoxicity in human embryonic kidney (HEK293T) cells expressing luciferase-tagged ELG1; HEK293T ELG1-luciferase reporter, luminescence, 16 h; hit rate 1.3% among 330,000; Potency, µM (top dose mostly 46 µM), for the others: at the highest dose activity change, positive = activation, actives largely listed as activators; AID 504466, 2011; note: potency is the fitted concentration of half-maximal effect; % of control where 0% means no effect; nearly all actives have a fitted effect of over 60% in size
#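 Quantitative HTS format in 1536-well plates. HEK293T ELG1-luciferase reporter cells receive test compound and are incubated 16 hr at 37 °C, 5% CO2; ONE-Glo added, 30 min room temperature, then luminescence read.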
# p53 reactivation: qHTS assay for re-activators of p53 using a Luc reporter | H1299 p53-A138V BP100-luciferase reporter, luminescence, 24 h | hit rate 0.063% among 320,000 | Potency, µM (titrated, usually from 92.2 µM), for inactives: at the top dose activity change, positive = activation, usual class: activators; note: potency is the fitted concentration of half-maximal effect; % of control where 0% means no effect; nearly all actives have a fitted effect of over 45% in size
#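 p53-null H1299 cells stably carrying temperature-sensitive p53-A138V and a BP100-luciferase reporter were pinned with compounds (4-point, 1:5 series) and held 24 hrs at 37 deg C. Luminescence was read 10 min after detection reagent.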
# Giardia killer: Small Molecules that selectively kill Giardia lamblia: qHTS | Giardia lamblia trophozoite viability | activity change, % at 7.66 µM, hits read low | hit rate 0.15% among 340,000 | AID 540267, 2011; in the data active = activity change below about -80%; inconclusive = between about -30% and that limit;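 note: parasites exposed to compound for two days anaerobically before the ATP read; % is set by controls: 0 for no effect and ±100 for the full control effect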
#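 Giardia trophozoites, 100 cells per well, were exposed to compounds for 48 hrs at 37 deg C under anaerobic conditions; viability was then read as ATP content by bioluminescence after 15-30 min at room temperature.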
# PKM2 activator: qHTS Assay for Activators of Human Muscle isoform 2 Pyruvate Kinase | Pyruvate kinase PKM (Homo sapiens), P14618 | purified PKM2, Kinase-Glo ATP luminescence, activation; response scale: 0% is enzyme alone, no compound | Potency, µM (titrated, usually from 57.5 µM), for the others: top-dose activation, hits mostly activators | hit rate 0.34% among 260,000 | AID 1631, 2009; note: potency is the fitted concentration of half-maximal effect; % is set by controls: 0 for no effect and ±100 for the full control effect; nearly all actives have a fitted effect of over 55% in size
# Target sequence (P14618 whole entry, looked up, canonical isoform): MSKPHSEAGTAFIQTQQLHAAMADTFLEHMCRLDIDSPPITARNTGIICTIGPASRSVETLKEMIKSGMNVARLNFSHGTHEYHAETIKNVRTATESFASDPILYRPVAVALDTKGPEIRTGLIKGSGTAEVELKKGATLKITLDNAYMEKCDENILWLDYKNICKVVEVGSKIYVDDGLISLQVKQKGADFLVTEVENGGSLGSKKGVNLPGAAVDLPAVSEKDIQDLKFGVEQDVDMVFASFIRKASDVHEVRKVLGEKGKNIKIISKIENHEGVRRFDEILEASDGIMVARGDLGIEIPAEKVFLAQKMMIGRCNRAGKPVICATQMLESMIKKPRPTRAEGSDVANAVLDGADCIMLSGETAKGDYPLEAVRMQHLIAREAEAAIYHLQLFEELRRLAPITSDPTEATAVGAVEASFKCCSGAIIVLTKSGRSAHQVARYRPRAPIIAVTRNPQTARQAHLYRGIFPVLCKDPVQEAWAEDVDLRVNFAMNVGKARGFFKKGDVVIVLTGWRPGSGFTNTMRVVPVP
#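 Purified hPK-M2 (>95%) run at intermediate activity with 0.1 mM ADP and 0.5 mM PEP in 50 mM imidazole pH 7.2, KCl, MgCl2; 1 h room temperature. ATP formed read by Kinase-Glo luminescence; normalized to uninhibited and no-enzyme controls.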
# NPC1 prom act: qHTS Assay for NPC1 Promoter Activators | hit rate 2.4% among 320,000 | Huh7 NPC1 promoter luciferase reporter, 24 h | Potency, µM (doses to about 9.22 µM), for the others: top-dose activation, actives largely listed as activators | AID 485313, 2010;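 note: potency is the fitted concentration of half-maximal effect; % of control where 0% means no effect; nearly all actives have a fitted effect of over 60% in size; reporter is driven by a mutant NPC1 promoter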
#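 Quantitative HTS used a cell-based reporter: Huh7 cells stably bearing the NPC1 promoter upstream of luciferase were treated with compounds for 24 h, and promoter activation was read as luminescence.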
# Rab9 prom act: qHTS Assay for Rab9 Promoter Activators; Huh7 Rab9 promoter-luciferase reporter, luminescence, 24 h; Potency, µM (series often up to 9.22 µM), without a hit: at the highest dose activation, negative = inhibition, actives largely listed as activators; hit rate 2.8% among 320,000; AID 485297, 2010; note: potency is the fitted concentration of half-maximal effect; % of control where 0% means no effect; nearly all actives have a fitted effect of over 60% in size
#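 Steps: seed 1500 Huh7 Rab9-luc cells per well, rest 2 h at 37 °C; add compound in DMSO; incubate 24 h; add luciferase reagent, 10 min ambient; read luminescence.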
# BRCA1 expr act: qHTS Assay to Identify Small Molecule Activators of BRCA1 Expression; MCF7-BRCA1-FFLuc reporter, luminescence, 48 h; response scale: scaled: vehicle 0%, 10 µM genistein 100%; Potency, µM (highest dose often 46.1 µM), for the others: at the top dose activation, actives largely listed as activators; hit rate 1.1% among 380,000; note: potency is the fitted concentration of half-maximal effect; nearly all actives have a fitted effect of over 80% in size; some results filed as inactive show a strong effect at the top dose
#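 Quantitative HTS in MCF7 cells stably reporting BRCA1 expression via firefly luciferase. Compound treatment lasts 48 h at 37 °C in phenol-red free MEM. Activation is expressed relative to genistein at 10 microM and DMSO.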
# * hit, by the source's call; ? = inconclusive; nt = not tested or not shown; [ ] = dose if it differs, or a comment. Unless noted, calls come from the whole dose curve; as a rule, active = well fitted curve in the direction sought with a large enough effect; inconclusive = small, poorly fitted or top-dose-only effect, or another doubt; inactive = no such curve, though single readings can be large; an effect the other way counts as inactive or inconclusive.
SMILES,FLuc modulator,VP16 counter,Menin-MLL TR inh,RORg inh,ELG1 genotox,p53 reactivation,Giardia killer,PKM2 activator,NPC1 prom act,Rab9 prom act,BRCA1 expr act
Cc1ccnn1CC(=O)N/N=C/c1cn[nH]c1-c1ccc(F)cc1,4%,?,nt,14µM*,-3%,1%,9,1%,-1%,-6%,-16%
CN(NS(C)(=O)=O)c1ncc(C(F)(F)F)cc1Cl,-2%,?,7%,11µM*,1%,-3%,-5,-6%,-11%,-3%,6%
Cc1ccc(C(=O)CSc2nnc(-c3ccco3)n2C)cc1,?,?,-26%,40%,7%,5%,-2,8%,14%,26%,?
CCOC(=O)c1c(NC(=O)c2nn(CC)cc2Br)c(C#N)cn1-c1ccccc1,-2%,-8%,5%,15%,-17%,-20%,2,-6%,-5%,-10%,-29%
COc1ccc2nc(NC3=NC(c4ccccc4)CC(=O)N3)nc(C)c2c1 (stereo not drawn),-10%,-8%,?,-7%,4%,-2%,-14,1%,-3%,3%,-44%
CCN=C1SC(CC(=O)NC(C)C)C(=O)N1CC (stereo not drawn),4%,4%,nt,-15%,0%,3%,29,-1%,0%,0%,10%
O=C(Nc1ccccc1Cl)c1cccc(COc2cc(Cl)ccc2Cl)c1,?,17%,12%,39%,?,19%,4,2%,2.2µM*,4µM*,-45%
Cc1ccc(NCC(=O)Nc2cccc(S(=O)(=O)N(C)C)c2)c(Cl)c1,?,?,?,?,-3%,13%,-18,-1%,-3%,14%,-9%
O=c1ccc(S(=O)(=O)N2CCC(Cc3ccccc3)CC2)c[nH]1,7%,-1%,5%,3%,-8%,-12%,-2,-1%,-2%,3%,-24%
O=C(c1cc(-c2cccnc2)nc2ccccc12)N1CCN(S(=O)(=O)c2cccs2)CC1,nt,nt,nt,nt,-5%,-17%,1,nt,-5%,-5%,5%
Cc1ccc(C)c(SCC(=O)N(C)CC(=O)Nc2ccc(N3CCOCC3)cc2)c1,2%,nt,nt,nt,-2%,-6%,0,nt,-4%,-4%,-23%
CC1(C)C2CCC1(C)C(OC(=O)C[n+]1ccccc1)C2 (stereo not drawn),-1%,-3%,nt,6%,-1%,-1%,-7,-2%,-2%,-1%,-9%
Fc1ccc(-c2nnc(NC3=NCCCCC3)o2)cc1,0.6µM*,?,-1%,2.8µM*,?,-28%,?,-50%,?,0.089µM*,-83%[inhibitor]
CC(C)OCCCNC(=O)COc1ccc2oc3c(c2c1)CCCC3,6%,5%,nt,-16%,-6%,2%,9,-5%,-1%,15%,-18%
CC1(C)OC(=O)C(=NNc2ccc(C(=O)O)cc2)C(=O)O1,0%,1%,nt,-30%,1%,4%,9,-7%,1%,13%,0%
CN(Cc1nc2ccccc2c(=O)[nH]1)C(=O)c1ccccc1OCc1ccc(Cl)cc1,2%,nt,nt,nt,-3%,-1%,9,nt,-2%,2%,-7%
O=C(c1cc2ccccc2oc1=O)N1CCCCCCC1,4%,6%,-2%,6%,4%,?,7,-4%,0%,0%,-3%
CCOc1ccc(S(=O)(=O)N2CCCC(C(=O)NCc3cccnc3)C2)cc1 (stereo not drawn),-1%,14%,-9%,12%,-8%,-9%,7,16%,-1%,0%,-16%
CN(Cc1cccs1)C(=O)COc1cccc(-n2cnnn2)c1,6%,5%,4%,18%,-4%,-2%,8,2%,0%,5%,-17%
CCOc1ccc(NC(=O)NNC(=O)C(C)Oc2ccccc2OC)cc1 (stereo not drawn),1%,5%,0%,9%,0%,7%,10,-1%,0%,-2%,8%
CN1CCN(C(=O)c2cccc(COc3cc(Cl)ccc3Cl)c2)CC1,?,-2%,-2%,-30%,?,?,-6,4%,3.2µM*,1.1µM*,?
Cc1cc(C(=O)N/N=C/C=C/c2ccccc2[N+](=O)[O-])c(C)o1,-15%,?,-6%,?,-2%,2%,4,1%,-4%,1%,-27%
O=C(CCl)Nc1ccc(Oc2cnc3ccccc3n2)cc1,3%,?,10%,?,-2%,-28%,-24,-6%,-10%,17%,-52%
COC(=O)c1cccc(NC(=O)CSc2nnnn2C)c1,1%,-1%,11%,0%,?,7%,-1,3%,-2%,9%,0%
Cc1cc(Cl)ccc1OCC(=O)Nc1cccc(S(=O)(=O)N2CCCC2)c1,9.5µM*,nt,nt,nt,-5%,7%,-12,nt,-4%,-3%,-13%

# More structures follow:
SMILES,FLuc modulator,VP16 counter,Menin-MLL TR inh,RORg inh,ELG1 genotox,p53 reactivation,Giardia killer,PKM2 activator,NPC1 prom act,Rab9 prom act,BRCA1 expr act
C/C(=N\NC(=O)c1csc(C)c1C)c1ccc(C)s1,?,23%,-11%,-39%,?,?,0,-5%,?,?,10µM*
Cc1c(Cl)cccc1NC(=O)C1COc2ccccc2O1 (stereo not drawn),3%,-4%,20%,8%[1.91 µM],0%,nt,-7,-1%,0%,-3%,-5%
O=C(c1cn(-c2ccccc2)nc1-c1cccc(Br)c1)N1CCOCC1,?,-2%,-3%,12%,-2%,-2%,-2,0%,-4%,-11%,-23%
CSc1ccccc1NC(=O)Cn1ccsc1=N,0%,6%,-6%,6%,0%,-2%,37[activator],-1%,-4%,4%,-1%
COCc1ccc(CN2CCCCC2C(=O)Nc2ccc(Oc3ccccc3)nc2)o1 (stereo not drawn),1%,6%,nt,7%,-6%,-13%,7,-2%,-5%,-3%,-14%
CCN1CCN(C(c2ccccc2)c2nnnn2Cc2ccc3c(c2)OCO3)CC1 (stereo not drawn),1%,-2%,-15%,0%,2%,-4%,5,0%,-4%,-11%,-33%
Cc1ccc(OCCSCc2nc3ccccc3[nH]2)cc1,0%,?,nt,-31%,-2%,2%,5,1%,1%,-1%,-24%
Cc1onc(-c2c(F)cccc2Cl)c1C(=O)NCCO,1%,-3%,-1%,2%,0%,0%,13,4%,-1%,-5%,19%
O=C(NCc1ccccc1F)C1CCCN(C(=O)NC2CCCCC2)C1 (stereo not drawn),2%,-14%,-1%,3%,3%,-27%,29,-4%,-4%,0%,-18%
Cc1nnc(SCCn2c(N(C)Cc3ccccc3)nc3c2c(=O)[nH]c(=O)n3C)s1,1%,-8%,1%,-2%,6%,-5%,6,-1%,1%,2%,-29%
Cc1cc(NC(=O)CCc2ccc(C)o2)no1,-9%,-2%,0%,-35%,0%,6%,-1,?,-3%,4%,-6%
COc1ccc(/C=C/C(=O)NC(=S)N2CCN(c3ccccn3)CC2)cc1,13µM*,13µM*,nt,2.5µM*,10%,6%,25,1%,6%,0%,54%
COc1ccc(CCNC(=O)c2c(C)nn(-c3ccccc3)c2Cl)cc1OC,-3%,5%,-8%,33%,-6%,-8%,-5,2%,2%,0%,-13%
C=CCc1cccc2cc(C(=O)N(C)C)c(=O)oc12,2%,3%,1%,-8%,3%,4%,-6,3%,-2%,13%,14%
O=C(COc1ccc([N+](=O)[O-])cc1)Nc1ccc2c(c1)CCC2,-26%,nt,nt,nt,7%,?,-19,nt,5%,14%,25%
O=[N+]([O-])c1cc(S(=O)(=O)NC2=NCCCCC2)ccc1Cl,1%,?,-3%,-18%,-7%,-11%,-9,3%,-2%,-1%,-5%
Cc1ccc(C2Nc3ccccc3C(=O)N2Cc2ccco2)cc1 (stereo not drawn),-10%,3%,-19%,10%,-3%,1%,-6,11%,-6%,-4%,-59%
Cc1cc(C)cc(N2CCCn3c2nc2c3c(=O)n(CC(=O)OCc3ccccc3)c(=O)n2C)c1,1%,-5%,?,24%,-6%,2%,-6,1%,-4%,-4%,-20%
Cc1cc(C(=O)N/N=C2\CC(=O)CC(C)(C)C2)c(C)n1-c1ccccc1,-18%,?,-16%,2%,1%,15%,21,18%,0%,-3%,1%
O=C(O)c1c(-n2cccc2)sc2c1CCCC2,?,-9%,-1%,1%,2%,0%,-9,0%,-3%,-2%,0%
CCOc1cc(C(=O)O/N=C(\N)c2ccc([N+](=O)[O-])cc2)cc(OCC)c1OCC,3%,?,0%,2%,1%,4%,-6,2%,-5%,2%,-51%
CC(C)[C@H](NC(=O)c1ccccc1)C(=O)OCc1nc2scc(-c3ccccc3)c2c(=O)[nH]1,2%,-18%,-3%,?,-4%,0%,-17,-3%,-4%,-9%,4%

# A portion of the library; count on the stated rates, not on these rows.
